miR-122 sensor: miR-122 inhibition in Huh7 cells; Huh7 miR-122 Renilla luciferase sensor, 48 h; neutral wells = 0, positive control = 100; activation (reporter increase), % at 12.5 µM; 340,000 compounds, 0.3% hits;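 active = mean replicate activation score at least 90 and every replicate individually at or above 90; inconclusive = only one of the two criteria met; inactive = neither criterion met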;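 also: higher luciferase means less miR-122 activity so hits act as miR-122 inhibitors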
DENV2 CPE: inhibitors of DENV2 cytopathic effect; DENV2-infected cells, cytopathic effect rescue, plate reader; CPE inhibition, % at 9.99 µM; 350,000 compounds, 1.7% hits; AID 651640; in the data active = CPE inhibition above about 20%, passing the limit was not always enough; inconclusive = no clear call, values can overlap the other calls; tested in BHK-21 cells;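 also: 0% = median of neutral control wells and 100% = median of positive control wells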
GSIS activator: primary screen for activators of insulin secretion dependent on glucose, INS-1E cells, GLuc reporter luminescence. INS-1E GLuc reporter insulin secretion, 2-3 h. activation, % at 16.6 µM. 370,000 compounds, 0.61% hits. AID 743287;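 active = lowest replicate activation of at least 40%, so every replicate reaches that level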;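 also: 0% = median of neutral control wells and 100% = median of IBMX positive control wells; some compounds called inactive have numbers as strong as hits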
F508del corr: correctors of CFTR F508del function in bronchial epithelial cells; activity (quench increase), % at 7.58 µM; CFBE cells, YFP halide quenching; stimulated with forskolin plus potentiator P3; % fluorescence drop versus neutral controls; 350,000 compounds, 0.36% hits;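 active = mean added fluorescence quench of at least 8% versus neutral control, with both replicates also reaching 8%; inconclusive = only one of the mean or replicate conditions met; inactive = mean below 8% and not both replicates reaching 8%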;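 also: cells transiently co-express mutant CFTR-F508del with the halide-sensitive YFP; corrector assay measuring rescue of mutant channel to the surface after 24 h compound exposure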
EWS-Fli inh: inhibitors of EWS/Fli oncoprotein transcriptional activity; A673 NR0B1-luciferase reporter, viability-normalised; inhibition, % at 12.6 µM; 350,000 compounds, 0.67% hits;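 active = mean inhibition of at least 50% after viability correction, with every replicate also passing that limit; inconclusive = mean reaches 50% but only one of two replicates passes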;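 also: firefly luciferase signal divided by Alamar Blue viability fluorescence both relative to DMSO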
PAX8 inh HTS: PAX8 transcriptional activity inhibition; RMG-I TPO-luciferase reporter, SteadyGlo, 24 h; AID 652154; inhibition, % at 12.6 µM; 360,000 compounds, 1.2% hits;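 active = mean replicate inhibition at least 60% with every replicate also reaching 60%; inconclusive = only one of the two criteria is met; inactive = mean below 60% and not all replicates reaching 60%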;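 also: luciferase light reporting Pax8 driven TPO promoter activity; plate controls were median of neutral control wells for no effect and mitoxantrone controls for full effect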
FN deposition inh: fibronectin deposition inhibition | AH1F fibroblasts, Alexa488-fibronectin deposition fluorescence, overnight | inhibition, % at 12.6 µM | 350,000 compounds, 0.086% hits;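 active = mean inhibition across replicates of 30% or more, regardless of how many single replicates reach that level; inconclusive = mean under 30% yet at least half of replicates reach 30%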;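 also: positive control wells lacked labelled fibronectin entirely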
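Test system: AH1F fibroblast monolayer depositing Alexa488-labelled fibronectin into matrix. Input: 10000 cells per well. Technique: fluorescence, ex 485 nm, em 525 nm. Buffer or medium: DMEM plus 2% serum, read in PBS. Timing: 1 h cell adhesion before compound, then overnight fibronectin incubation. Compound: single dose, pinned. Read-out basis: inhibition from reduced deposited-fibronectin fluorescence.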
* marks the source's active call; other numbers are inactive results; [ ] = dose if it differs, or a comment.

`CCCN(C)C[C@H]1Oc2cc(C#Cc3cccc(OC)c3)ccc2S(=O)(=O)N([C@@H](C)CO)C[C@H]1C` gave miR-122 sensor 9[16.7 µM], DENV2 CPE -3, GSIS activator -2, F508del corr -1.9, EWS-Fli inh 9, PAX8 inh HTS 3 and FN deposition inh 11.
Screening CN(C[C@H](CC1CCCCC1)N(C[C@H](Cc1ccccc1)N(CCc1ccccc1)N=O)N=O)N=O returned miR-122 sensor 2, DENV2 CPE -5, GSIS activator -18, F508del corr -2.4, EWS-Fli inh 14, PAX8 inh HTS 19 and FN deposition inh 0.
Screening CCCN(C)C[C@H]1OCCCC[C@H](C)Oc2ccc(NS(=O)(=O)c3ccc(F)cc3)cc2C(=O)N([C@H](C)CO)C[C@H]1C returned miR-122 sensor 5[16.7 µM], DENV2 CPE -6, GSIS activator -14, F508del corr -1.0, EWS-Fli inh 2, PAX8 inh HTS 6 and FN deposition inh 0.
COC(=O)c1ccc(Sc2ccc(F)cc2)c(N)c1 was read as miR-122 sensor 1, DENV2 CPE -1, GSIS activator -3, F508del corr -3.0 and EWS-Fli inh 10.
Screening O=C(NCCN1CCCCCC1)C1CCCN1S(=O)(=O)c1cccc2nsnc12 (stereo not drawn) returned miR-122 sensor -8, DENV2 CPE 3, GSIS activator 8, F508del corr 1.9, EWS-Fli inh 13, PAX8 inh HTS 12 and FN deposition inh 2.
COc1ccc2c(c1)OC[C@H]1[C@H]2N2C(=O)CN(CCc3c[nH]c4ccccc34)C(=O)[C@@]2(C)[C@H]1c1ccccc1 was read as miR-122 sensor 1, DENV2 CPE 4, GSIS activator 6, F508del corr 1.0, EWS-Fli inh 14, PAX8 inh HTS 21 and FN deposition inh -13.
Screening CCOc1ccc(OCCCCn2cnc3ccccc3c2=O)cc1 returned miR-122 sensor -7, DENV2 CPE 1, GSIS activator -23, F508del corr 3.8, EWS-Fli inh 2, PAX8 inh HTS 3 and FN deposition inh -17.
For O=C1NC(=Nc2cccnc2)S/C1=C/c1ccc(F)cc1 the results were miR-122 sensor 3, DENV2 CPE 2, GSIS activator 4, F508del corr 14*, EWS-Fli inh -8, PAX8 inh HTS 17 and FN deposition inh 1.
`CC(=O)N1[C@H](CNC(=O)CN(C)C)[C@@H](c2ccc(C3=CCCC3)cc2)[C@@H]1CO` gave miR-122 sensor -7[16.7 µM], DENV2 CPE 9, GSIS activator 4, F508del corr 3.5, EWS-Fli inh -3, PAX8 inh HTS -5 and FN deposition inh -10.
Screening COc1ccc2c3c([nH]c2c1)[C@@H](CO)N(C(C)=O)CC31CCN(C(=O)Nc2ccc(F)cc2)CC1 returned DENV2 CPE -1, GSIS activator 5, F508del corr 1.5 and EWS-Fli inh 2.

Molecules listed so far containing a halogen, in the order listed:
Screening CCCN(C)C[C@H]1OCCCC[C@H](C)Oc2ccc(NS(=O)(=O)c3ccc(F)cc3)cc2C(=O)N([C@H](C)CO)C[C@H]1C returned miR-122 sensor 5[16.7 µM], DENV2 CPE -6, GSIS activator -14, F508del corr -1.0, EWS-Fli inh 2, PAX8 inh HTS 6 and FN deposition inh 0.
COC(=O)c1ccc(Sc2ccc(F)cc2)c(N)c1 was read as miR-122 sensor 1, DENV2 CPE -1, GSIS activator -3, F508del corr -3.0 and EWS-Fli inh 10.
For O=C1NC(=Nc2cccnc2)S/C1=C/c1ccc(F)cc1 the results were miR-122 sensor 3, DENV2 CPE 2, GSIS activator 4, F508del corr 14*, EWS-Fli inh -8, PAX8 inh HTS 17 and FN deposition inh 1.
Screening COc1ccc2c3c([nH]c2c1)[C@@H](CO)N(C(C)=O)CC31CCN(C(=O)Nc2ccc(F)cc2)CC1 returned DENV2 CPE -1, GSIS activator 5, F508del corr 1.5 and EWS-Fli inh 2.

More compounds follow:
Screening COc1ccccc1N(C)S(=O)(=O)c1ccc(C(=O)NCCCN2CCCC2=O)cc1 returned miR-122 sensor -2, DENV2 CPE 4, GSIS activator 7, F508del corr 0.8, EWS-Fli inh 2 and PAX8 inh HTS 2.
For Cc1cccc(C)c1C(=O)N[C@@H](Cc1ccccc1)C(=O)O the results were miR-122 sensor -6, DENV2 CPE 19, GSIS activator 2, F508del corr 2.2, EWS-Fli inh -9, PAX8 inh HTS -9 and FN deposition inh 4.
Screening O=C(CNC(=O)c1ccco1)Nc1ccc2c(c1)OCCO2 returned DENV2 CPE inconclusive, GSIS activator -5, F508del corr -1.3, EWS-Fli inh 27, PAX8 inh HTS -42 and FN deposition inh -2.
COc1ccc(N(CC(=O)N/N=C(\C)c2ccc(OC)c(OC)c2)S(=O)(=O)c2ccccc2)cc1 was read as miR-122 sensor -3, DENV2 CPE 2, GSIS activator 9, F508del corr 1.8, EWS-Fli inh -1, PAX8 inh HTS 9 and FN deposition inh 15.
For O=C(NCc1ccccc1)N1CCC(CO)(Cc2cccc(F)c2)CC1 the results were miR-122 sensor 2, DENV2 CPE -5, GSIS activator -7, F508del corr 1.8, EWS-Fli inh 7, PAX8 inh HTS -16 and FN deposition inh -1.
C[C@@H]1CCCCO[C@@H](CN(C)S(=O)(=O)c2cccs2)[C@H](C)CN([C@H](C)CO)C(=O)c2cc(NS(C)(=O)=O)ccc2O1 was read as miR-122 sensor 1[16.7 µM], DENV2 CPE -4, GSIS activator 1, F508del corr 1.9, EWS-Fli inh 5 and PAX8 inh HTS 3.
`COc1ccc(Cl)cc1NC(=O)c1cccc(-n2cnnn2)c1` gave DENV2 CPE 2, GSIS activator 13, F508del corr 5.3, EWS-Fli inh -7, PAX8 inh HTS -28 and FN deposition inh 1.
O=[N+]([O-])c1cnn2cc(Br)cnc12 was read as DENV2 CPE -3, GSIS activator 45*, F508del corr 0.2, EWS-Fli inh 7, PAX8 inh HTS -6 and FN deposition inh 11.
Screening Cc1ccccc1OCC(=O)NNC(=O)Cc1ccc(S(=O)(=O)N2CCOCC2)s1 returned miR-122 sensor 0, DENV2 CPE 2, GSIS activator -13, F508del corr -1.2, EWS-Fli inh 0, PAX8 inh HTS -5 and FN deposition inh -4.
For CC1=C(C)CC(C(=O)NC(C)CCc2ccccc2)C(C(=O)O)C1 (stereo not drawn) the results were DENV2 CPE -1, GSIS activator 4, F508del corr 1.2, EWS-Fli inh -7 and PAX8 inh HTS -15.
`CC1CCCCC1NC(=O)CN(C)S(=O)(=O)c1ccc2c(c1)CCC(=O)N2` (stereo not drawn) gave miR-122 sensor 0, DENV2 CPE 9, GSIS activator -10, F508del corr 3.2, EWS-Fli inh 0, PAX8 inh HTS 1 and FN deposition inh -8.
For CCCc1cc(=O)[nH]c(SCC(=O)Nc2c(C)cccc2C)n1 the results were miR-122 sensor -10, DENV2 CPE -4, GSIS activator 30, F508del corr -0.5 and EWS-Fli inh 4.
COc1ccc(NC(=O)N(C)C[C@H]2OCc3cn(nn3)CCCC(=O)N([C@H](C)CO)C[C@H]2C)cc1 was read as miR-122 sensor -2[16.7 µM], DENV2 CPE 2, GSIS activator 11, F508del corr -0.4, EWS-Fli inh -11 and FN deposition inh 0.
O=C(Nc1ccccc1)c1cc2ccccc2c(=O)s1 was read as miR-122 sensor 5, DENV2 CPE -1, GSIS activator -3, PAX8 inh HTS -66 and FN deposition inh 4.
`c1ccc(C[C@H]2COc3c4ccccc4nn32)cc1` gave DENV2 CPE -3, GSIS activator 16, F508del corr 2.6, EWS-Fli inh -95, PAX8 inh HTS -119 and FN deposition inh 2.
For NS(=O)(=O)c1ccc(CCNC(=O)c2ccc(C#CC3(O)CCCCC3)cc2)cc1 the results were DENV2 CPE 0, GSIS activator 8, F508del corr 0.4, EWS-Fli inh 19, PAX8 inh HTS inconclusive and FN deposition inh 7.
`CS(=O)(=O)N(CC(=O)NCC1CCCO1)c1cc(Cl)c(Cl)cc1Cl` (stereo not drawn) gave miR-122 sensor -2, DENV2 CPE 13, GSIS activator 13, EWS-Fli inh -5 and PAX8 inh HTS -8.
`Clc1cccc(CNc2ccn3nc(-c4cccc(OCc5ccccc5)c4)cc3n2)c1` gave miR-122 sensor -4, DENV2 CPE inconclusive, GSIS activator -24, F508del corr 1.1, EWS-Fli inh 3, PAX8 inh HTS 10 and FN deposition inh -15.
Cc1c(-c2ccccc2)oc2c(C(=O)OCC(=O)Nc3ccc(C(N)=O)cc3)cccc2c1=O was read as miR-122 sensor 0, DENV2 CPE 4, GSIS activator -17, F508del corr -1.9, EWS-Fli inh 15 and PAX8 inh HTS -3.
NC(=O)c1nccc2ccccc12 was read as DENV2 CPE 16, GSIS activator 7, F508del corr -0.4, EWS-Fli inh 5, PAX8 inh HTS -14 and FN deposition inh 5.
Screening CN1CCN(C(=O)c2cc3c(c(-c4cccc(-c5ccc(C(=O)N(C)C)cc5)c4)n2)[C@H](CCO)N([S@@](=O)C(C)(C)C)C3)CC1 returned DENV2 CPE 0, GSIS activator -3, F508del corr 2.7, EWS-Fli inh -8, PAX8 inh HTS -8 and FN deposition inh -9.
Screening CSCCC(NC(=O)c1ccc([N+](=O)[O-])cc1Cl)C(=O)OCC(=O)C12CC3CC(CC(C3)C1)C2 (stereo not drawn) returned miR-122 sensor 5, DENV2 CPE 6, GSIS activator -10, EWS-Fli inh -3, PAX8 inh HTS 1 and FN deposition inh 11.
For Cc1ccccc1N1CC(C(=O)O)CC1=O (stereo not drawn) the results were miR-122 sensor 5, DENV2 CPE 3, GSIS activator 5, F508del corr -2.7, EWS-Fli inh 0, PAX8 inh HTS 3 and FN deposition inh 2.
CNC(=S)NNC(=O)CSCc1c(Cl)cccc1Cl was read as miR-122 sensor 0, DENV2 CPE 4, GSIS activator -10, F508del corr -0.8, EWS-Fli inh -2, PAX8 inh HTS -2 and FN deposition inh -12.
`CCOc1ccc(NC(=O)c2nc(SCC)ncc2Cl)cc1` gave DENV2 CPE -5, GSIS activator 11, F508del corr 0.7, EWS-Fli inh 8, PAX8 inh HTS 34 and FN deposition inh 4.
`CCOC(=O)N1CCN(S(=O)(=O)c2ccc(C)c([N+](=O)[O-])c2)CC1` gave DENV2 CPE -1, GSIS activator -1, F508del corr -3.1, EWS-Fli inh 7, PAX8 inh HTS -1 and FN deposition inh -1.
For CC(C)CC#Cc1ccc([C@@H]2[C@@H](CO)N3C(=O)CN(C(=O)c4cnccn4)C[C@H]23)cc1 the results were DENV2 CPE -1, GSIS activator 3, F508del corr -0.7 and EWS-Fli inh 3.
`CO[C@H]1CN(C)C(=O)c2cc(NC(=O)Nc3cc(F)ccc3F)ccc2OC[C@@H](C)N(C(=O)c2ccccn2)C[C@@H]1C` gave GSIS activator -6, F508del corr 0.8, EWS-Fli inh -3, PAX8 inh HTS 5 and FN deposition inh 2.
COC(=O)c1ccc(N=NNc2cccc(Br)c2)cc1 was read as DENV2 CPE -6, GSIS activator 3, F508del corr -5.0, EWS-Fli inh -11, PAX8 inh HTS 33 and FN deposition inh -8.
C[C@@H]1CCCCO[C@H](CN(C)C(=O)Cc2ccccc2)[C@H](C)CN([C@@H](C)CO)C(=O)c2cc(NC(=O)c3ccccc3)ccc2O1 was read as miR-122 sensor 9[16.7 µM], DENV2 CPE -7, GSIS activator -35, F508del corr 1.3, EWS-Fli inh 11 and FN deposition inh 2.
`CCCNC(=O)c1ccc(C)c(NC(=O)C2=C(C)OCCS2)c1` gave DENV2 CPE -4, GSIS activator 8, EWS-Fli inh -2, PAX8 inh HTS -8 and FN deposition inh 3.
`Cc1cc(C(=O)NNC(=S)NCc2ccccc2)no1` gave miR-122 sensor 1, DENV2 CPE 0, GSIS activator 17, F508del corr -3.1 and PAX8 inh HTS 9.
For O=C(Nc1ccc2c(c1)OCO2)c1cc(-c2cccc(O)c2)on1 the results were miR-122 sensor -3, DENV2 CPE 2, GSIS activator 4, F508del corr 5.2, EWS-Fli inh -93, PAX8 inh HTS -97 and FN deposition inh -2.

Assay outcomes from PubChem.
